TDP43 rescue: qHTS of TDP-43 Inhibitors. TDP-43 expressing yeast growth rescue, BacTiter-Glo, 24 h. 410,000 compounds, 1.8% hits. Potency, µM (highest dose often 46.1 µM), without a hit: at the top dose growth rescue (activation), most hits filed as activators; also: potency is read from the fitted curve at half-maximal effect; % of control where 0% means no effect; nearly all actives have a fitted effect of over 50% in size
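Readout is BacTiter-Glo luminescence of cell growth, so inhibitors register as activators. TDP-43-expressing yeast at OD600=0.02 in galactose medium, after raffinose pregrowth to mid-log, were incubated with compound for 24 hr at 30 deg C.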
GLP1R inv ag: qHTS of GLP-1 Receptor Inverse Agonists (Inhibition Mode) | AID 624417, 2012 | Potency, µM (series often up to 38.3 µM), for inactives: at the top dose activity change, negative = inhibition, most hits filed as inhibitors | 410,000 compounds, 1.6% hits | Glucagon-like peptide 1 receptor (Homo sapiens), P43220 | HEK293 GLP-1R CRE-luciferase, luminescence, 24 h; GLP-1R form is constitutively active; also: potency is read from the fitted curve at half-maximal effect; % is scaled to controls: 0 for no effect and ±100 for the full control effect; nearly all actives have a fitted effect of over 55% in size
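Inverse agonists were sought by their lowering of basal cAMP reporter luciferase output in HEK293 cells stably carrying constitutively active human GLP-1R, after 24 h compound treatment.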
FUS yeast rescue: qHTS for Suppressors of FUS Proteinopathy: Primary screen using FUS-linked yeast assay; S. cerevisiae FUS-expressing, growth rescue, OD600, 24 h; Potency, µM (doses to about 76.6 µM), inactives show at the top dose growth rescue (activation), usual class: activators; 390,000 compounds, 0.24% hits; AID 1347120, 2019;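 also: potency is read from the fitted curve at half-maximal effect; plate controls were DMSO vehicle for no effect and reference control for full effect; nearly all actives have a fitted effect of over 55% in size; some results filed as inactive show a strong effect at the top dose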
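Cultures pregrown in 2.5% raffinose medium are shifted to minimal medium containing 2% galactose to express toxic FUS. Compounds are tested at several concentrations. After 24hr at 30C, growth is quantified at 600 nm absorbance.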
aSyn rescue: qHTS of alpha-syn Inhibitors; 370,000 compounds, 0.14% hits; Yeast expressing alpha-synuclein, growth rescue, BacTiter-Glo, 24 h; AID 652106, 2013; Potency, µM (doses to about 46.1 µM), inactives show top-dose growth rescue (activation), actives largely listed as activators; also: potency is read from the fitted curve at half-maximal effect; % of control where 0% means no effect; nearly all actives have a fitted effect of over 65% in size
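Galactose-induced alpha-syn yeast (OD600=0.02, raffinose-pregrown) + pinned cpd, 24 hr, 30 deg C; growth by BacTiter-Glo luminescence. Growth restoration scores as activation.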
Abeta rescue: qHTS for compounds that reverse cellular toxicity of Amyloid beta (A-beta) peptide in yeast: Primary Screen; yeast expressing A-beta42, growth rescue, OD600, 48 h; response scale: 0% DMSO, 100% iron-clioquinol control; Potency, µM (titrated, usually from 46.1 µM), for the others: at the top dose growth rescue, actives largely listed as activators; 410,000 compounds, 0.063% hits; AID 1347071, 2019; also: potency is read from the fitted curve at half-maximal effect; nearly all actives have a fitted effect of over 55% in size
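Growth rescue measured by 600 nm absorbance after 48 h yeast culture at 30 C with compound. Values normalized between DMSO and an equimolar ferric chloride plus clioquinol control.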
Akt phos inh: HTS Assay for Inhibitors of Akt Phophorylation: Primary Screen; 360,000 compounds, 0.32% hits; activity change, % for hits at 50 µM; Neuro2A IGF-stimulated pAkt S473 HTRF, 20 min; active compounds read low; in the data active = activity change below about -80%; inconclusive = mostly about -51% to -80%; also: % is scaled to controls: 0 for no effect and ±100 for the full control effect
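Single-point screen (50 µM final compound) in Neuro2A cells stimulated 20 min with 6 nM IGF at 37 deg C. After lysis, Ser473-phosphorylated Akt read by HTRF (ex 330 nm, em 615/665 nm) as the 665/615 ratio.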
D3 antag: qHTS of D3 Dopamine Receptor Antagonist: qHTS; 360,000 compounds, 2.5% hits; AID 652054, 2013; D(3) dopamine receptor (Homo sapiens), P35462; D3R cells, DiscoveRx beta-arrestin luminescence, antagonist mode; active compounds read low; max response, negative = inhibition, %; in the data active = max response below about -50%; inconclusive = no clear call, values can overlap the other calls; also: % is scaled to controls: 0 for no effect and ±100 for the full control effect; mostly tested at two doses, the higher about 12 µM
Target sequence (P35462 whole entry, looked up): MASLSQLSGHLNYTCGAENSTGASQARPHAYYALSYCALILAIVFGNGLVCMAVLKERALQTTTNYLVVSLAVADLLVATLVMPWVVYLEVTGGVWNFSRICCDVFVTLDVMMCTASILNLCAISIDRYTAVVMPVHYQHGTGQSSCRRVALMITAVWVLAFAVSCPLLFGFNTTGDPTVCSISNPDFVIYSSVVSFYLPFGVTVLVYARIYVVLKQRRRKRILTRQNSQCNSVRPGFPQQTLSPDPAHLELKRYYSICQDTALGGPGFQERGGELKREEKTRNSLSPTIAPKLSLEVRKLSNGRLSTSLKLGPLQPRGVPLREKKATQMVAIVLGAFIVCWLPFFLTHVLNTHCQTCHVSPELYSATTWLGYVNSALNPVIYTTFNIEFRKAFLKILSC
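Cells expressing the human receptor were seeded at 1500 cells/well, incubated overnight at 37 degrees C in 5% CO2, then exposed to library compounds with dopamine controls for 90 minutes at 37 degrees C before luminescent detection.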
PTHR1 ag: qHTS for PTHR1 Agonists: Primary Screen. Parathyroid hormone/parathyroid hormone-related peptide receptor (Homo sapiens), Q03431. HEK293 GP2 PTHR1 cells, GloSensor cAMP luminescence, 1 h. Potency, µM (top dose mostly 115 µM), for inactives: top-dose activation, actives largely listed as activators. 410,000 compounds, 0.075% hits. AID 743266, 2014; also: potency is read from the fitted curve at half-maximal effect; nearly all actives have a fitted effect of over 55% in size; some results filed as inactive show a strong effect at the top dose; inactives centre near -15; many of its hits are not listed in these tables
Target sequence (Q03431 whole entry, looked up): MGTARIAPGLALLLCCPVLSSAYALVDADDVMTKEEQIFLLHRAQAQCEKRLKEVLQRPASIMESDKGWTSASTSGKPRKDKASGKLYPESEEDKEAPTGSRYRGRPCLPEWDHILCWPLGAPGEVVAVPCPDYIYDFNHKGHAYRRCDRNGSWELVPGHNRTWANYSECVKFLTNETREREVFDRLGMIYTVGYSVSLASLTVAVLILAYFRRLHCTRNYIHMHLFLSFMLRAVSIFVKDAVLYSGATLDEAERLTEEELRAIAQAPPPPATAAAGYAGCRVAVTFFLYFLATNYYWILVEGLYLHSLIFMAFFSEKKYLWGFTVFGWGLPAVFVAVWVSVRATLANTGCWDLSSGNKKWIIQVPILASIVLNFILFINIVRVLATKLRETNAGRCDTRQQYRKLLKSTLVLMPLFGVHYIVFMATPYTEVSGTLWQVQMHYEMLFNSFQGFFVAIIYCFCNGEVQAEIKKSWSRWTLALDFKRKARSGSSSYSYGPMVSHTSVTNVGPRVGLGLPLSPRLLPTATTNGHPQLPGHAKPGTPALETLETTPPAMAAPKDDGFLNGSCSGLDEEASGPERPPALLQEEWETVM
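HEK-293-derived GP2 cells expressing PTHR1 and a GloSensor cAMP reporter, 3,000/well, plated overnight, given luciferin plus IBMX (each 0.5 mM as added) for 1 h at 37 °C, then compound for 1 h at 37 °C. Luminescence was read after 15 min at room temperature.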
GLP1R ag: qHTS of GLP-1 Receptor Agonists. Glucagon-like peptide 1 receptor (Homo sapiens), P43220. HEK293 GLP-1R CRE-luciferase, luminescence, 4-6 h; cells express a hypersensitive GLP-1R form. Potency, µM (highest dose often 45.6 µM), for inactives: at the highest dose activation, actives largely listed as activators. 380,000 compounds, 0.007% hits. AID 624172, 2012; also: potency is read from the fitted curve at half-maximal effect; % of control where 0% means no effect
* hit, by the source's call; i = inactive; ? = inconclusive; . = no result given; [ ] = another dose, or the depositor's remark. Unless noted, calls follow the shape of the dose curve; as a rule, active = well fitted curve in the direction sought with a large enough effect; inconclusive = small, poorly fitted or top-dose-only effect, or another doubt; inactive = no such curve, though single readings can be large; an effect the other way counts as inactive or inconclusive.

# | smiles | D3 antag | Abeta rescue | TDP43 rescue | GLP1R inv ag | PTHR1 ag
1 | CC(C)Oc1cccc(C(=O)Nc2ccc3oc(-c4ccccc4)nc3c2)c1 | . | -1% | -27% | ? | -29%
2 | O=C(O)CC1(CC(=O)Nc2ccc3c(c2)OCCCO3)CCCCC1 | 0 | -19% | 0% | 2% | i
3 | O=C1C=C(Nc2cccc3cccnc23)c2ccccc2C1=O | ? | -33%[inhibitor] | . | -27% | -25%
4 | Cc1c(C(=O)N2CCCCC2C)sc2ncnc(N3CCc4ccccc4C3)c12 (stereo unspecified) | 5 | -15% | ? | ? | i
5 | COc1cc2c(cc1OC)C(c1ccc(C)cc1)NC(=O)C2 (stereo unspecified) | -24 | -15% | -20% | 53%[activator] | -5%
6 | CCSc1nnc(NC(=O)CSc2nnc(CNC(=O)c3cc(OC)c(OC)c(OC)c3)o2)s1 | 1 | 9% | -8% | 0% | i
7 | CC[C@]12c3[nH]c4ccc(Cl)cc4c3CCN1C(=O)[C@@H](CC(=O)NCCc1ccccn1)C[C@@H]2C(=O)N1CCN(C(=O)c2ccco2)CC1 | 4 | 2% | -3% | 2% | 5%
8 | CCC(=O)N1CCN(c2c(Cl)cccc2[N+](=O)[O-])CC1 | -16 | 0% | 22% | ? | -7%[57.5 µM]
9 | COC(=O)C1CCCCN1C(=O)c1ccc(OC2CCN(C(C)=O)CC2)c(OC)c1 (stereo unspecified) | -13 | 5% | -9% | 8% | -15%
10 | COc1ccc(C2C(C(C)=O)=C(C)Nc3ncnn32)cc1 (stereo unspecified) | 20 | 4% | 22% | 28% | i

# | FUS yeast rescue | aSyn rescue | Akt phos inh | GLP1R ag
1 | 23% | . | . | .
2 | 12% | -4% | i | -1%
3 | ? | 13% | i | -2%
4 | 24% | 1% | i | 18%
5 | 1% | -5% | i | -1%
6 | 23% | -7% | i | -4%
7 | 18% | 1% | i | -2%
8 | 11% | 10% | i | 15%
9 | . | 4% | i | -1%
10 | -18% | -4% | i | -2%

Other compounds.
# | smiles | D3 antag | Abeta rescue | TDP43 rescue | GLP1R inv ag | PTHR1 ag
11 | COc1ccccc1-c1nc(C#N)c(N2CCN(c3ccccc3)CC2)o1 | ? | -2% | ? | ? | -3%[57.5 µM]
12 | COc1ccc([C@H]2CC(=O)C=C(c3cc(OC)ccc3OC)C2)cc1 | -4 | -9% | ? | ? | -30%[inhibitor]
13 | Cc1c(CCC(=O)NCCCN2CCCC2=O)c(=O)oc2cc(O)ccc12 | 25 | -6% | 16% | 6% | i
14 | Cn1nccc1C(=O)N1CCCC(C(=O)c2cccc3ccccc23)C1 (stereo unspecified) | 0 | ? | -12%[0.397 µM] | -29% | -19%
15 | O=C(O)c1ccc2c(=O)n3cc(C(=O)c4ccccc4O)cc(Cl)c3nc2c1 | -30 | -21% | -14% | 5% | -13%
16 | O=C1CCC[C@@H]2C[C@@]3(C[C@@H]4CCN1[C@H]24)Nc1cc(Cl)ccc1NC3=NC1CCCCC1 | -78* | 5% | 17% | 12% | 5%
17 | Cc1ccc(NC(=O)N2CCC(CN3CCC(C)CC3)CC2)cc1F | . | -4% | -5% | 13% | 17%
18 | NC(=O)CCCCC(=O)OCCCc1cccs1 | -10 | 15% | 4% | 0% | -2%[57.5 µM]
19 | COC(=O)c1ccc(CN2[C@H](C(=O)OC)C[C@@]3(O)[C@H](O)[C@H](O)[C@H](O)C[C@@H]23)cc1 | 4 | -2% | -6% | 15% | i
20 | Cc1cc(Cl)ccc1OCCCC(=O)N1CCN(C(=O)c2ccco2)CC1 | -12 | 6% | ? | 2% | -10%[57.5 µM]

# | FUS yeast rescue | aSyn rescue | Akt phos inh | GLP1R ag
11 | 6% | -2% | i | 11%
12 | ? | 11% | i | 23%
13 | -7% | 1% | i | 0%
14 | 32% | 10% | i | 9%
15 | -20% | -5% | i | -3%
16 | -19% | 3% | i | -1%
17 | -14% | . | . | .
18 | 32% | 8% | i | 3%
19 | -7% | -3% | i | -2%
20 | 25% | 12% | i | 11%

Continued.
# | smiles | D3 antag | Abeta rescue | TDP43 rescue | GLP1R inv ag | PTHR1 ag
21 | CC(C)Oc1ccc(C(=O)OC(C)C(=O)Nc2nc(-c3cccc([N+](=O)[O-])c3)cs2)cc1 (stereo unspecified) | 1 | -5% | -7% | 3% | -22%
22 | Cc1cccc(OCCOC(=O)c2ccc(F)c(S(=O)(=O)N3CCOCC3)c2)c1 | -25 | 0% | ? | -29% | -34%[inhibitor]
23 | CCCCOC(=O)CCCN1C(=O)/C(=C2\SC(=S)N(CCCC(=O)OCCCC)C2=O)SC1=S | 39 | 8% | 17% | 9% | i
24 | COc1ccc(-c2ccc(CN3C(CC(C)C)C(=O)N(Cc4cn(CCC5OCCCO5)nn4)CCS3(=O)=O)cc2)cc1OC (stereo unspecified) | 20 | -4% | 26% | -25% | -41%[inhibitor]
25 | CCOC(=O)C1=C(c2ccccc2)N=c2s/c(=C\c3ccco3)c(=O)n2C1c1cccs1 (stereo unspecified) | -12 | -1% | -14% | 0% | -4%
26 | CC(=O)NC(Cc1ccccc1C)C(=O)NC1CCN(c2nnnn2-c2ccccc2)CC1 (stereo unspecified) | -11 | -22% | -20% | -8% | i
27 | Cc1ccc(-c2noc(-c3ccc(NCc4cccnc4)c([N+](=O)[O-])c3)n2)cc1 | . | -18% | 10% | 13% | -19%
28 | Cc1cccc(-n2nnc3cnn(C)c3c2=O)c1 | 20 | 21%[9.22 µM] | ? | 0% | i
29 | O=C(Cc1n[nH]c(=O)c2ccccc12)OCC(=O)c1ccc(F)c(F)c1 | 5 | 9% | 15% | 3% | i
30 | Cc1cc(C)c(S(=O)(=O)N(CC(=O)N2CCOCC2)C2CCCCC2)c(C)c1 | -11 | 11% | 0% | 0% | i

# | FUS yeast rescue | aSyn rescue | Akt phos inh | GLP1R ag
21 | -16% | -1% | i | -3%
22 | 34% | 2% | i | 11%
23 | 15% | 1% | i | 5%
24 | ? | 2% | i | 21%
25 | 21% | -1% | i | -5%
26 | 15% | -3% | i | 11%
27 | -2% | . | . | .
28 | -38% | -12% | i | 0%
29 | -3% | 2% | i | -6%
30 | 34% | 12% | i | -3%

Continued:
# | smiles | D3 antag | Abeta rescue | TDP43 rescue | GLP1R inv ag | PTHR1 ag
31 | O=C(CSc1nc(=O)n(Cc2ccccn2)c2c1CCC2)Nc1ccccc1 | . | -6% | 17% | -8% | -17%
32 | COC(=O)c1ccc2c(=O)[nH]c(CN3c4ccccc4CC3C)nc2c1 (stereo unspecified) | 20 | -3% | 9% | 0% | -1%[57.5 µM]
33 | Cc1cc(C(=O)N/N=C/c2ccc(-c3ccccc3Cl)o2)n[nH]1 | 5 | 3% | 11% | -23% | 16%
34 | CCOc1ccc2nc(Cl)c(C3CC(c4ccc(OC)cc4)=NN3S(C)(=O)=O)cc2c1 (stereo unspecified) | . | -10% | -1% | -8% | -22%
35 | Cc1cccc(N2CCN(c3nc4ccc(C)cc4n4cnnc34)CC2C)c1 (stereo unspecified) | . | -23% | 35µM* | -23% | -12%
36 | Cc1c(C)c2ccc(OCC(=O)NCCc3c[nH]c4ccccc34)c(C)c2oc1=O | -10 | -19% | -18% | 13% | -11%
37 | Oc1ccc(Cl)cc1CNc1ccc(Br)cn1 | -19 | -14% | ? | -25% | -92%[inhibitor]
38 | COc1cccc(CNC(=O)c2ccc(C3SCCS3)cc2)c1 | -19 | 7% | -7% | ? | i
39 | CC(CC(=O)Nc1ccc(C(N)=O)cc1)c1ccccc1 (stereo unspecified) | ? | 10% | 3% | 11% | -7%
40 | COC(=O)c1c(NC(NC(=O)C(C)(C)C)C(Cl)(Cl)Cl)sc2c1CCC2 (stereo unspecified) | -13 | 3% | 7% | ? | -4%[57.5 µM]
41 | COC(=O)c1cccc(Nc2c(-c3cc(Br)ccc3O)nc3nc[nH]n23)c1 | . | -16% | 8% | 13% | -35%[inhibitor]

# | FUS yeast rescue | aSyn rescue | Akt phos inh | GLP1R ag
31 | 8% | 0% | . | .
32 | 34% | 0% | i | -13%
33 | . | -6% | i | 11%
34 | 6% | . | . | .
35 | 18% | . | . | .
36 | -20% | ? | i | 7%
37 | 17% | -25% | i | 2%
38 | 15% | 19% | i | 1%
39 | . | -1% | i | 12%
40 | 10% | 0% | i | -6%
41 | 5% | . | . | .

Full records from above. Order of values: D3 antag	Abeta rescue	TDP43 rescue	GLP1R inv ag	PTHR1 ag	FUS yeast rescue	aSyn rescue	Akt phos inh	GLP1R ag
O=C1CCC[C@@H]2C[C@@]3(C[C@@H]4CCN1[C@H]24)Nc1cc(Cl)ccc1NC3=NC1CCCCC1 is listed as -78*	5%	17%	12%	5%	-19%	3%	i	-1%
O=C(CSc1nc(=O)n(Cc2ccccn2)c2c1CCC2)Nc1ccccc1 is listed as .	-6%	17%	-8%	-17%	8%	0%	.	.
Cc1ccc(-c2noc(-c3ccc(NCc4cccnc4)c([N+](=O)[O-])c3)n2)cc1 is listed as .	-18%	10%	13%	-19%	-2%	.	.	.
Cc1c(C)c2ccc(OCC(=O)NCCc3c[nH]c4ccccc34)c(C)c2oc1=O is listed as -10	-19%	-18%	13%	-11%	-20%	?	i	7%
CCOC(=O)C1=C(c2ccccc2)N=c2s/c(=C\c3ccco3)c(=O)n2C1c1cccs1 (stereo unspecified) is listed as -12	-1%	-14%	0%	-4%	21%	-1%	i	-5%

This is a subset. The share of hits here may be higher or lower than overall.
